# High-throughput results from PubChem.
# DT40 TDP1 CPT: qHTS for Inhibitors of human tyrosyl-DNA phosphodiesterase 1 (TDP1): qHTS in cells in presence of CPT | chicken DT40 Tdp1-/-;hTDP1 cells + 20 nM CPT, ATP luminescence, 48 h | Potency, µM (series often up to 46.2 µM), for the others: top-dose activity change, negative = growth inhibition, most hits filed as inhibitors | 12% of 420,000 active; note: nearly all actives have a fitted effect of over 55% in size
#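 Chicken DT40 Tdp1-/- cells complemented with human TDP1, 400 cells/well, exposed to compounds plus 20 nM camptothecin for at least 48 h at 37 C; viability read as ATP content by CellTiter-Glo luminescence.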
# KAT2A inh: qHTS Assay for Inhibitors of GCN5L2; Histone acetyltransferase KAT2A (Homo sapiens), Q92830; GCN5L2 HAT assay, ThioGlo1 CoA-SH fluorescence; Potency, µM (highest dose often 58.9 µM), for the others: at the top dose activity change, negative = inhibition, usual class: inhibitors; 0.21% of 390,000 active; AID 504327, 2011
#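 GCN5L2 (20 nM) in 50mM HEPES pH 7.5, 0.1mM EDTA, 0.01% Tween-20 preincubated 15 min with compounds at room temperature. Reaction started with H3(1-25) 75uM, acetyl-CoA 70uM, ThioGlo1 50uM; CoA-thiol fluorescence (Ex340/Em540) read at 0 and 20 min.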
# DT40 TDP1 no CPT: qHTS for Inhibitors of human tyrosyl-DNA phosphodiesterase 1 (TDP1): qHTS in cells in absence of CPT | DT40 Tdp1-/- hTDP1 cells, no CPT, ATP luminescence, 48 h | Potency, µM (series often up to 46.2 µM), inactives show at the top dose activity change, negative = growth inhibition, usual class: inhibitors | 15% of 420,000 active; note: nearly all actives have a fitted effect of over 55% in size
#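 Seeded 400 DT40-hTDP1 cells/well (vehicle DMSO, no 20 nM CPT); pinned compounds; ≥48 hr at 37 °C; CellTiter-Glo luminescence as viability measure.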
# An asterisk follows results filed as active; ? = inconclusive; & = joins results of further samples; [ ] = another dose, or the depositor's remark. Calls come from the whole dose curve; as a rule, active = well fitted curve in the direction sought with a large enough effect; inconclusive = small, poorly fitted or top-dose-only effect, or another doubt; inactive = no such curve, though single readings can be large; an effect the other way counts as inactive or inconclusive. % is set by controls: 0 for no effect and ±100 for the full control effect; potency is the fitted concentration of half-maximal effect. Some of the compounds tested, so the mix of outcomes need not match the whole.
entry | compound | DT40 TDP1 CPT | KAT2A inh | DT40 TDP1 no CPT
1 | Cc1c(I)c(=O)n(-c2ccccc2)n1C | ? | -24% | ?
2 | CC(CCC(=O)O)C1CCC2C3C(O)C[C@@H]4CC(O)CC[C@@]4(C)C3CC[C@@]12C (some centres undefined) | -20%&-4% | -1%&-9% | -6%&-5%
3 | C[C@H](CCC(=O)O)[C@H]1CC[C@H]2[C@H]3C(CC[C@]12C)[C@@]1(C)CC[C@@H](O)C[C@H]1C[C@H]3O (some centres undefined) | -8%&3% | 7% | -4%&2%
4 | CC(C(=O)O)c1ccc(C(=O)c2cccs2)cc1 (centres undefined) | -5% | -9%&22% | -7%
5 | CCC1Nc2cc(Cl)c(S(N)(=O)=O)cc2S(=O)(=O)N1 (centres undefined) | 1% | -22% | -8%
6 | CC(=O)c1ccc2c(c1)N(CCCN(C)C)c1ccccc1S2 | ? | 7%[21.4 µM] | 8.1µM*

# Whole records, looked up by structure. Order of screens: DT40 TDP1 CPT	KAT2A inh	DT40 TDP1 no CPT
# CC(=O)c1ccc2c(c1)N(CCCN(C)C)c1ccccc1S2 across the screens: ?	7%[21.4 µM]	8.1µM*
# CC(CCC(=O)O)C1CCC2C3C(O)C[C@@H]4CC(O)CC[C@@]4(C)C3CC[C@@]12C (some centres undefined) across the screens: -20%&-4%	-1%&-9%	-6%&-5%

# Reprinted, entries 1 to 3
entry | compound | DT40 TDP1 CPT | KAT2A inh | DT40 TDP1 no CPT
1 | Cc1c(I)c(=O)n(-c2ccccc2)n1C | ? | -24% | ?
2 | CC(CCC(=O)O)C1CCC2C3C(O)C[C@@H]4CC(O)CC[C@@]4(C)C3CC[C@@]12C (some centres undefined) | -20%&-4% | -1%&-9% | -6%&-5%
3 | C[C@H](CCC(=O)O)[C@H]1CC[C@H]2[C@H]3C(CC[C@]12C)[C@@]1(C)CC[C@@H](O)C[C@H]1C[C@H]3O (some centres undefined) | -8%&3% | 7% | -4%&2%
